MCF10A rerep: inducers of DNA re-replication in MCF 10A breast cells; MCF 10A DNA re-replication, Hoechst nuclear intensity, 48 h; Potency, µM (top dose mostly 46.1 µM), for inactives: top-dose activity, positive = re-replication, actives largely listed as activators; AID 624296; actives 2.9% (n = 350,000); note: potency is the fitted concentration of half-maximal effect; % of control where 0% means no effect; nearly all actives have a fitted effect of over 50% in size
IL1B secr inh: blocks inflammasome-driven IL-1 beta release; AID 743279; activity change, % at 57.5 µM; THP-1 LPS/ATP IL-1B secretion, AlphaLISA, 16 h; hits give low values; actives 4.7% (n = 360,000); in the data active = activity change below about -50%; inconclusive = mostly about -30% to -49%; note: % is set by controls: 0 for no effect and ±100 for the full control effect
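THP-1 cells pretreated 1 hr with compounds (up to 57.5 uM final), then stimulated with LPS (250 ng/mL final) plus ATP (1.25 mM final); secreted IL-1B measured by AlphaLISA after 16 hr, decreased signal indicating inhibition.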
KB-3-1 cytotox: KB-3-1 parental cell cytotoxicity | KB-3-1 viability, CellTiter-Glo ATP luminescence, 72 h | Potency, µM (series often up to 46.1 µM), for the others: top-dose activity change, negative = cytotoxic, usual class: cytotoxic | actives 1.4% (n = 400,000) | AID 1347075; note: potency is the fitted concentration of half-maximal effect; % is set by controls: 0 for no effect and ±100 for the full control effect; nearly all actives have a fitted effect of over 60% in size
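Cytotoxicity measured as CellTiter-Glo luminescence after 72 h at 37 C. Compound titrations were pinned onto drug-naive KB-3-1 parental adenocarcinoma cells grown in DMEM with 10% FBS, and normalized data fitted to concentration-response curves.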
ATXN2 expr inh: ATXN2 expression inhibition; HEK-293 ATXN2-luciferase reporter, luminescence, 24 h; Potency, µM (doses to about 57 µM), without a hit: top-dose activity change, negative = inhibition, hits mostly inhibitors; actives 0.72% (n = 360,000); note: potency is the fitted concentration of half-maximal effect; % is set by controls: 0 for no effect and ±100 for the full control effect; nearly all actives have a fitted effect of over 55% in size
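ATXN2-luciferase reporter cells (luciferase flanked by upstream and downstream ATXN2 gene portions) were treated 24 h at 37 °C with compounds at up to 57 uM. SteadyGlo luminescence gave expression; GF-AFC fluorescence gave viability.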
SW480 rerep: induces DNA re-replication in SW480 colon adenocarcinoma cells | SW480 DNA re-replication, Hoechst DNA content imaging, 48 h | Potency, µM (titrated, usually from 46.1 µM), inactives show at the highest dose re-replication activation, most hits filed as activators | actives 1.8% (n = 340,000) | AID 624297; note: potency is the fitted concentration of half-maximal effect; % of control where 0% means no effect; nearly all actives have a fitted effect of over 55% in size
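250 cells/well; 23 nL cpd via pin tool; 48 hr, 37 C, 5% CO2; Hoechst 40 min; imager read of total nuclear intensity, ex 405/em 500-530 nm.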
ATXN viability: viability counter-screen for ATXN expression inhibitors. S2 cells (HEK-293 line with an ATXN2-luciferase reporter) viability, CellTiter-Fluor protease fluorescence, 24 h. Potency, µM (titrated, usually from 56.7 µM), hits mostly cytotoxic. actives 0.49% (n = 400,000). AID 651635; note: potency is the fitted concentration of half-maximal effect; nearly all actives have a fitted effect of over 40% in size
HepG2 viability: HepG2 cytotoxicity, counter-screen for TGF-b inhibitors; HepG2 CAGA-GFP viability, ATP luminescence, 18 h; Potency, µM (doses to about 46.1 µM), for the others: top-dose activity change, negative = cytotoxicity, usual class: cytotoxic; actives 0.76% (n = 410,000); note: potency is the fitted concentration of half-maximal effect; some results filed as inactive show a strong effect at the top dose
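CellTiter-Glo luminescence gave cytotoxicity after 18 hours at 37 degrees C. The cells were HepG2 CAGA-GFP in 1% FBS DMEM, stimulated with 500 pg/mL TGF-beta after compound addition. %Activity was normalised to no-cell wells (complete cell-killing) and DMSO (no toxicity), and curves were fitted and classified.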
HT1080-NT tox: kills 2HG-producing HT-1080-NT fibrosarcoma cells; AID 686970; Potency, µM (doses to about 46.1 µM), for the others: top-dose activity, negative = less viability, actives largely listed as cytotoxic; actives 1.6% (n = 360,000); HT-1080-NT fibrosarcoma viability, CellTiter-Glo ATP luminescence, 48 h;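 note: NT is the 2HG producing partner of a matched IDH1 knockdown line; potency is the fitted concentration of half-maximal effect; 0% = DMSO-treated cells and -100% = media-only wells without cells; nearly all actives have a fitted effect of over 55% in size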
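750 cells/well, RPMI + 5% FBS; 2 h settle, compound pin-transfer, 48 h at 37 degrees C. CellTiter-Glo 10 min RT, luminescence. Normalized to DMSO and media-only wells.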
HT1080 IDH1KD tx: toxicity to HT-1080 IDH1 knockdown cells (counter line); AID 686971; Potency, µM (doses to about 46.1 µM), for inactives: top-dose activity, negative = toxicity, most hits filed as cytotoxic; actives 2% (n = 360,000); HT-1080 IDH1 knockdown viability, ATP luminescence, 48 h;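 note: potency is the fitted concentration of half-maximal effect; 0% = DMSO wells and -100% = cell-free medium wells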
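Viability of IDH1-knockdown HT-1080 fibrosarcoma cells was assessed by CellTiter-Glo after 48 h at 37 °C with titrated compound; concentration-effect curves were classified by fit quality and response size.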
The depositor's hits bear a star; i = inactive; u = inconclusive; x = no result given; & = joins results of further samples; [ ] = dose if it differs, or a comment. Unless noted, calls come from the whole dose curve; as a rule, active = well fitted curve in the direction sought with a large enough effect; inconclusive = small, poorly fitted or top-dose-only effect, or another doubt; inactive = no such curve, though single readings can be large; an effect the other way counts as inactive or inconclusive.

#	structure	MCF10A rerep	IL1B secr inh	KB-3-1 cytotox	ATXN2 expr inh	SW480 rerep
1	Cc1ccc(/C=N/n2cnnc2)s1	-3%	0	22%	x	-20%
2	Cc1ccc(S(=O)(=O)N2CC(=O)Nc3ccccc32)cc1C	0%	15	2%	1%	-3%
3	COc1ccc(C(=O)Nc2ccc(CN3CCS(=O)(=O)CC3)cc2)cc1	1%	-7	-4%	x	-33%[inhibitor]
4	CCCCNC(=O)CCn1c(=O)c2ccccc2n(Cc2ccccc2C)c1=O	-3%	-4	8%	-22%	3%
5	Cc1c(CC=C(Cl)Cl)c(=O)[nH]c2c(C)cccc12	7%	0	17%	-3%[11.3 µM]	2%
6	CCn1nnc(NC(=O)c2ccccc2Br)n1	-1%	-5	-1%	21%	-2%
7	O=C(CSc1nnc(Cc2ccccc2)n1Cc1ccco1)NC1CCCC1	2%	15	6%	5%	1%
8	Cc1ccc(C(=O)N2CCN(c3ccccc3F)CC2)cc1NC1=NC2CS(=O)(=O)CC2S1 (stereo unspecified)	1%	-2	u	6%	-5%
9	COc1ccc(CCNC(=O)c2ccc(N3CCCCS3(=O)=O)cc2)cc1OC	1%	4	-11%	-9%	8%
10	O=C1C(Cc2ccc(O)cc2)NC(=S)N1Cc1ccccc1 (stereo unspecified)	10%	5	5%	6%	9%

#	ATXN viability	HepG2 viability	HT1080-NT tox	HT1080 IDH1KD tx
1	x	-4%	6%	0%
2	i	-9%	-28%	-16%[9.24 µM]
3	i	7%	-2%	-1%
4	u	-15%	9%	3%
5	i	9%	-3%	14%
6	i	1%	0%	-7%
7	i	6%	14%	2%
8	i	-8%	9%	15%
9	i	-5%	-2%	-16%
10	i	0%	11%	0%

(next part)
#	structure	MCF10A rerep	IL1B secr inh	KB-3-1 cytotox	ATXN2 expr inh	SW480 rerep
11	Cc1ccc(CNC(=O)C2CC(=O)N(C3CCCC3)C2)cc1 (stereo unspecified)	-2%	31	2%	2%	-3%
12	COc1ccc(N2CCN(CCCNC(=O)c3sc4ncccc4c3-n3cccc3)CC2)cc1	x	x	8%	0%	x
13	CCCCOC(=O)c1ccc(NS(=O)(=O)c2cc(-c3nnnn3CC)ccc2OC)cc1	4%	9	-1%	-14%	-5%
14	CC(=O)c1ccc(S(=O)(=O)N2CCN(c3ccccc3F)CC2)cc1	-1%	-1	-24%	-2%	-5%
15	O=C(CCS(=O)(=O)c1ccccc1)N(CCCN1CCOCC1)c1nc2c(F)cccc2s1	13µM*	-107*	u	u	23µM*
16	CC(=O)N1N=C(c2ccccc2OC(=O)/C=C/c2ccccc2)CC1c1ccccc1 (stereo unspecified)	1%	-2	u	-24%	-8%
17	CCOc1ccc(C(=O)OCCCN(C)C)cc1	u	0	1%	6%	-1%
18	O=C(/C=C/c1ccc2c(c1)OCO2)N1CCCCC1	-10%	-8	-10%	39%[activator]	-6%[9.22 µM]
19	[O-]C1=N/[N+](=C/c2ccccc2Cl)CC1	-1%	4	-1%	4%	-1%
20	CN(CC(=O)Nc1cccc(F)c1)CC(=O)Nc1cccc(S(=O)(=O)N2CCCCC2)c1	2%	-23	-11%	-23%	1%

#	ATXN viability	HepG2 viability	HT1080-NT tox	HT1080 IDH1KD tx
11	i	-1%	10%	14%
12	u	-46%	x	x
13	i	3%	-22%	-21%
14	i	-31%	-2%	2%
15	x	-73%	-6%	u
16	u	6%	-19%	-13%
17	i	-6%	0%	24%
18	i	-10%	-8%	5%
19	i	-31%	6%	21%
20	u	8%	-15%	-13%

The list continues:
#	structure	MCF10A rerep	IL1B secr inh	KB-3-1 cytotox	ATXN2 expr inh	SW480 rerep
21	Cc1c(C(=O)N(Cc2cccc(Br)c2)C2CCS(=O)(=O)C2)oc2ccc(F)cc12 (stereo unspecified)	13%	-25	-10%	-12%	-8%
22	Cc1ccc(NC(=O)C(NC2CCCc3ccccc32)c2ccccc2)c([N+](=O)[O-])c1 (stereo unspecified)	u	-2	-21%	0%	u
23	COc1cc(C(C)=O)ccc1OCC(=O)Nc1cc(Cl)ccc1-n1cncn1	-1%	-2	22%	6%	-6%
24	COc1ccccc1C(O)(C(=O)NNc1ccccc1C)c1ccccc1OC	4%	-10	19%	1%	-1%
25	Cc1ccccc1CNC(=O)CC1C(=O)NCCN1Cc1c(F)cccc1Cl (stereo unspecified)	-8%	-19	0%	-4%	-6%
26	COC(=O)c1c(NC(=O)C(C)Oc2ccc(Cl)c(C)c2)sc(C)c1C (stereo unspecified)	x	x	-12%	5%	x
27	CCOc1ccc(S(=O)(=O)N2CCCCC2)cc1NC(=O)c1cccnc1OCC	-1%	-29	7%	x	-8%
28	Cc1ccc(CN2CC(=O)N3[C@H]4c5ccccc5OC[C@@H]4[C@H](c4ccccc4)[C@]3(C)C2=O)cc1	u	u	u	-19%	1%
29	CS(=O)(=O)N(Cc1ccccc1Cl)c1ccc(C(=O)N2CCCC2)cc1	6%	12	11%	-12%	0%
30	O=C(CCCn1c(=O)[nH]c2ccsc2c1=O)N1CCN(c2ccccn2)CC1	3%	-1	5%	8%	-25%

#	ATXN viability	HepG2 viability	HT1080-NT tox	HT1080 IDH1KD tx
21	u	0%	u	u
22	i	10%	-4%	-21%
23	i	0%	-2%	1%
24	i	0%	8%	-1%
25	i	-7%	13%	10%
26	i	10%	x	x
27	i	-1%	6%	12%
28	i	-9%	-11%	-14%
29	i	2%	6%	2%
30	i	2%	18%	18%

The closing 3 records of the part before come first, to join the parts.
#	structure	MCF10A rerep	IL1B secr inh	KB-3-1 cytotox	ATXN2 expr inh	SW480 rerep
28	Cc1ccc(CN2CC(=O)N3[C@H]4c5ccccc5OC[C@@H]4[C@H](c4ccccc4)[C@]3(C)C2=O)cc1	u	u	u	-19%	1%
29	CS(=O)(=O)N(Cc1ccccc1Cl)c1ccc(C(=O)N2CCCC2)cc1	6%	12	11%	-12%	0%
30	O=C(CCCn1c(=O)[nH]c2ccsc2c1=O)N1CCN(c2ccccn2)CC1	3%	-1	5%	8%	-25%
31	COc1ccc(NC(=O)c2cc(C)nc3c2c(C)nn3-c2ccc(C)cc2)cc1OC	x	x	9%	0%	x
32	Cc1ccc(S(=O)(=O)N2CCN(C(=O)CCC(=O)NC3CCCc4ccccc43)CC2)cc1 (stereo unspecified)	1%	4	2%	-1%	2%
33	Cc1cccc(NC(=S)NCc2ccccn2)c1	-2%	-4	-1%	6%	-13%
34	Cc1cccc(N2CCN(C(=O)CN3CCSc4ccccc43)CC2C)c1 (stereo unspecified)	x	x	-22%	-1%	x
35	CC1(c2cccc(Br)c2)NC(=O)N(CC(=O)c2ccc3c(c2)OCCO3)C1=O (stereo unspecified)	4%	-8	0%	-10%	-1%
36	Cc1cccc(C(=O)NCC(=O)NNC(=O)c2ccccc2O)c1	5%	5	3%	5%	-138%[inhibitor]
37	CCc1ccc(CNC(=O)CCS(=O)(=O)Cc2ccc(C)cc2)cc1	-2%	4	7%	13%	-22%
38	Cc1cc(C(=O)N(C2CCCCC2)C2CCCCC2)no1	26%	-13	-12%	-5%	3%
39	C=CCn1c(SCC(=O)c2[nH]c(C)c(C(=O)OCC)c2C)nc2scc(-c3ccccc3)c2c1=O	u	12	-5%	-15%	8%
40	C=CCn1c(CSc2nc3ccccc3s2)nnc1SCC(=O)NCc1cccnc1	-10%	18	0%	-12%	0%[9.22 µM]

#	ATXN viability	HepG2 viability	HT1080-NT tox	HT1080 IDH1KD tx
28	i	-9%	-11%	-14%
29	i	2%	6%	2%
30	i	2%	18%	18%
31	i	-2%	x	x
32	i	-1%	-1%	-3%
33	i	6%	10%	17%
34	u	-17%	x	x
35	i	-21%	-2%	-4%
36	i	-6%	-10%	-10%
37	i	-6%	-1%	-1%
38	i	-1%	0%	-21%
39	i	-28%	-7%	2%
40	i	6%	13%	12%

Other results follow:
#	structure	MCF10A rerep	IL1B secr inh	KB-3-1 cytotox	ATXN2 expr inh	SW480 rerep
41	CCCS(=O)(=O)c1c(S(=O)(=O)CCC)c2cc(C(C)(C)C)ccn2c1C(=O)c1ccc(C)cc1	x	x	-8%	-2%	x
42	CN(C)C(=O)C1C2NC(=S)N(c3ccccc3)C1(C)Oc1ccccc12 (stereo unspecified)	1%	-1	6%	-4%	-20%
43	Cc1sc2c(c1C)C(O)=C(C(=O)Nc1ccccc1)S(=O)(=O)N2C	-6%	21	-13%	-2%	-2%
44	CCOc1ccc(NC(=O)CCS(=O)(=O)c2ccc(Br)cc2)cc1	1%	5	0%&1%	x	0%
45	CCOc1ccc(NC(=O)NCCn2nnc3cc(S(=O)(=O)N(C)C)ccc32)cc1	x	x	1%	2%	x
46	COc1ccc2nc3oc(C(=O)N4CC(C)CC(C)C4)cc3cc2c1 (stereo unspecified)	u	-23	-30%	10%	-2%
47	COCCNC(=O)c1ccc(N(C)S(=O)(=O)c2ccc(OC)c(OC)c2)cc1	5%	-8	4%	6%	-4%
48	S=C(Nc1ccc2c(c1)OCCO2)Nc1ccccc1Cl	7%	0	-3%	42%[activator]	-5%
49	CCCNC(=O)Cn1nc(-c2ccc(OC)cc2)c2cnc3ccc(F)cc3c21	x	x	0%	10%	x

#	ATXN viability	HepG2 viability	HT1080-NT tox	HT1080 IDH1KD tx
41	i	8%	x	x
42	i	0%	-1%	13%
43	i	-17%	3%	-9%
44	i	1%&-17%	4%	4%
45	i	8%	x	x
46	i	3%	6%	-15%
47	i	5%	5%	2%
48	i	-3%	10%	8%
49	i	-5%	x	x

Assay outcomes deposited in PubChem by National Center for Advancing Translational Sciences (NCATS).

Rows are unselected. Share with any hit: about 8.9%.
